# High-throughput results: PubChem BioAssay, The Scripps Research Institute Molecular Screening Center
# CHRM4 antagonist: blocks acetylcholine activation of human M4 receptor. P08173. CHO-hM4 cells, ACh EC80, Fluo-8 calcium fluorescence. inhibition, % at 3 µM. 0.73% of 360,000 active;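 active = inhibition above its plate's cutoff, the mean inhibition of sample wells plus 3 SD, cut at about 27% in these data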;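 note: 0% = acetylcholine EC80 with DMSO and 100% = DMSO without agonist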
# Target sequence (P08173 whole entry, looked up): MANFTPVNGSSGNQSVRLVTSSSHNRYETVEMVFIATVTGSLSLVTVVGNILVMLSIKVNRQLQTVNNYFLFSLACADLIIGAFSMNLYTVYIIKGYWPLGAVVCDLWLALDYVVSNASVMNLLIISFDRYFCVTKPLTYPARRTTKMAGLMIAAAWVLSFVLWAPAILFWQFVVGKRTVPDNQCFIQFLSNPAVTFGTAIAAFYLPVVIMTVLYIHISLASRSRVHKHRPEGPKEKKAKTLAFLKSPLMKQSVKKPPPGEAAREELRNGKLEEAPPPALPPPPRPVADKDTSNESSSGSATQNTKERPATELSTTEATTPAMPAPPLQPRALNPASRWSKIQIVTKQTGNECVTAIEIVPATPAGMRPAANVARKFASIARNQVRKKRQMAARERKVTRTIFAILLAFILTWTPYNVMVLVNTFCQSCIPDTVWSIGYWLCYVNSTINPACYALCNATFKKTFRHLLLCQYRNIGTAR
# M4 ag: CHRM4 agonism in calcium assay. P08173. CHO-K1 hM4/Gqi5, Fluo-8 calcium fluorescence; vehicle 0%, full acetylcholine response 100%. activation, % at 3 µM. 0.14% of 360,000 active. AID 624127;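 active = activation above the run mean over all test wells plus 3 SD, cut at about 32% in these data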;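 note: peak over basal fluorescence ratio per well then scaled between controls; 0% = DMSO wells and 100% = acetylcholine at EC100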
# M5 PAM: positive allosteric modulators of human muscarinic M5 receptor | AID 624038 | activation, % at 3 µM | CHO-K1 hM5, Fluo-8 calcium, ACh EC20 PAM; 0% = ACh EC20, 100% = ACh EC100 | 0.3% of 360,000 active | P08912;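 active = activation above the run cutoff, the mean activation of all test compounds plus 3 SD, cut at about 18% in these data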
# Target sequence (P08912 whole entry, looked up): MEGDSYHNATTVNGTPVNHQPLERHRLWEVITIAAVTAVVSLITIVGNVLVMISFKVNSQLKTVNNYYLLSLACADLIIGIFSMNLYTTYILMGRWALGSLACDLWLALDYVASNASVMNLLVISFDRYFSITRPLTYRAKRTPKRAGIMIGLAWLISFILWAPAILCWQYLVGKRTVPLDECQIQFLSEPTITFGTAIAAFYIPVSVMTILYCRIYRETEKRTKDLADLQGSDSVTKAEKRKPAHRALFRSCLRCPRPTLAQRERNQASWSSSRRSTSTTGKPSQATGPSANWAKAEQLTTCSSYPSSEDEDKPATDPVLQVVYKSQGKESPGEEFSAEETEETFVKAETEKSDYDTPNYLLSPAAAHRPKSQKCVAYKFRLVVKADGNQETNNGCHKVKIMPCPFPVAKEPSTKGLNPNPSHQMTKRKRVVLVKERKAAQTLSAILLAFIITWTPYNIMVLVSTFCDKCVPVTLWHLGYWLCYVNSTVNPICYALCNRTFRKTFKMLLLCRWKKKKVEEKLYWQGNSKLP
#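 Replicates: One well per compound, no replicates | System: Human M5 receptor in CHO-K1 cells | Benchmarks: Low control EC20 acetylcholine (0%), high control EC100 acetylcholine (100%) | Probe or stimulus: Acetylcholine, EC20 level | Times: Fluo-8 loading 80 min at 37 °C plus 30 min room temperature | Signal: Intracellular calcium via Fluo-8 fluorescence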
# CHRM4 PAM: CHRM4 positive allosteric modulation; P08173; CHO-K1 hM4/Gqi5, Fluo-8 calcium fluorescence, ACh EC20; 0% = ACh EC20, 100% = maximal ACh; activation, % at 3 µM; 0.4% of 360,000 active; AID 624126;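 active = activation above its plate's cutoff, the mean activation of sample wells plus 3 SD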; note: some results filed as inactive read as strong as hits
# M1 PAM parental: M1 PAM counterscreen hit in parental CHO-K1 cells | ATP EC20, Fluo-8 calcium fluorescence; 0% at ATP EC20, 100% at ATP max | activation, % at 3 µM | 0.02% of 360,000 active;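 active = activation above the run cutoff, the mean activation of all test compounds plus 3 SD, cut at about 40% in these data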;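 note: peak over basal fluorescence ratio in a 140 s read after ATP addition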
# CHO-K1 Ca ag: M1 agonist counterscreen hit in parental CHO-K1 cells | Fluo-8 calcium fluorescence; scaled to maximal ATP response, vehicle zero | 0.48% of 360,000 active | AID 602248 | activation, % at 3 µM; in the data active = activation above about 15%;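 note: untransfected CHO-K1 host cells lacking M1 receptor as counterscreen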
# CHRM5 agonist: agonists of human muscarinic M5 receptor (CHRM5) | P08912 | CHO-K1 hM5 cells, Fluo-8 calcium fluorescence; 0% DMSO wells, 100% maximal acetylcholine response | activation, % at 3 µM | 0.19% of 360,000 active | AID 624037;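 active = activation above the run's mean over test compounds plus 3 SD, cut at about 23% in these data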;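 note: signal is peak over basal fluorescence ratio across the kinetic read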
# CHO-K1 Ca antag: M1 antagonist counterscreen hit in parental CHO-K1 cells. 0.6% of 360,000 active. inhibition, % at 3 µM. ATP-induced calcium, Fluo-8 fluorescence;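 active = inhibition above a per-plate cutoff, the plate's mean sample inhibition plus 3 SD, cut at about 24% in these data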;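 note: 0% = DMSO plus EC80 ATP and 100% = DMSO alone without ATP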
# CHRM5 antagonist: CHRM5 antagonism in calcium assay; 0.59% of 360,000 active; AID 624040; P08912; inhibition, % at 3 µM; CHO-hM5 cells, Fluo-8 calcium fluorescence, ACh EC80;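 active = inhibition above a per-plate cutoff, the mean of that plate's test compounds plus 3 SD, cut at about 27% in these data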;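 note: 0% = acetylcholine EC80 with DMSO and 100% = DMSO without agonist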
# * hit, by the source's call. No enrichment for hits; 2.7% or so of the library scored in one or more.
SMILES,CHRM4 antagonist,M4 ag,M5 PAM,CHRM4 PAM,M1 PAM parental,CHO-K1 Ca ag,CHRM5 agonist,CHO-K1 Ca antag,CHRM5 antagonist
Cc1onc(-c2ccccc2)c1-c1csc(N/N=C/c2ccccc2)n1,1,0,-6,-4,-20,-0.3,-8,-2,7
COc1ccccc1/C=N/OC(=O)c1ccc(C)cc1,-2,0,-1,4,11,0.9,-4,-16,7
C=CCNC(=O)NC(=O)COC(=O)/C(C#N)=C/c1ccc(OC)cc1,-4,2,-1,1,16,0.1,-3,-4,5
COC(=O)c1ccccc1NC(=O)C1CCC(=O)N1S(=O)(=O)c1ccc(C)cc1 (stereo unspecified),3,0,6,-1,21,-0.3,6,-5,-11
O=C(COc1ccc(Cl)cc1Cl)N(c1ccccn1)C1CCCCC1,-6,0,-3,-2,5,1.8,0,3,-2
NC(=S)N/N=C/c1coc2ccc(O)cc2c1=O,4,0,-11,-8,7,0.4,4,-2,8
O=C(NNC(=O)c1ccco1)c1cccc(Br)c1,9,1,-3,-3,2,0.1,-3,-7,16
COc1cc(SC)ccc1C(=O)N(Cc1ccccc1)c1ccccn1,-1,-1,3,0,3,0.8,-1,-8,-2
CC(=O)Nc1c(-c2ccc3ccccc3c2)nc2ccccn12,-11,1,6,4,7,-0.4,-2,-10,1
O=C(c1ccc(Cl)c(S(=O)(=O)N2CCOCC2)c1)N(c1ccccn1)C1CCCCC1,6,4,-6,-5,3,2.3,1,-6,15
O=C(OCC(=O)N1CCCc2ccccc21)c1ccc(Br)o1,6,0,-2,7,9,0.4,0,16,0
CCn1c(CSc2nnc(-c3ccc4c(c3)OCO4)o2)nc2cc(S(=O)(=O)N(C)C)ccc21,16,1,-5,-15,-4,0.2,-1,3,8
O=C(Cc1ccccc1)O/N=C1\CCCc2ccccc21,0,1,-2,1,6,0.4,0,-1,15
CCOc1ccc(NC(=O)Nc2ccccc2C(N)=O)cc1,-5,1,-3,-1,-9,0.1,-4,16,12
CCN(CC(=O)NCc1cccs1)C(=O)/C=C/c1ccc(Cl)c(Cl)c1,4,6,-3,-1,12,2.2,0,-6,4
CC(C)(C)N/N=C/c1c(O)n(-c2ccc(Cl)cn2)c(=O)c2ccccc12,0,2,-10,-6,-8,0.0,-4,-3,10
COc1ccc(NC(=O)c2n[nH]c(=O)c3ccccc23)cc1S(=O)(=O)N1CCCCC1,-1,7,-4,-8,20,6.0,6,-4,-2
O=C(Nc1cccc(O)c1)c1ccccc1[N+](=O)[O-],-11,0,3,7,7,0.4,0,-20,5
Cc1ccc(C)c(S(=O)(=O)N2CCN(C(=O)CSc3ccccc3F)CC2)c1,6,4,-8,-8,8,1.7,0,4,16
N#Cc1ccccc1S(=O)(=O)Nc1ccc2c(c1)OCCO2,13,0,-10,-7,-11,0.0,-8,7,23
O=S(=O)(c1ccc2c(c1)OCCO2)N1C[C@@H]2C[C@H]1CN2S(=O)(=O)c1c(F)cccc1F,-7,4,-10,0,6,0.6,-9,-7,7
C#CCN(C(=O)Nc1ccccc1)c1ccccc1,5,1,0,9,27,0.9,-2,-7,14
O=C(NCCCN1CCOCC1)/C(=C/c1cccnc1)NC(=O)c1ccccc1,-2,0,1,16,8,-0.1,0,-2,9
O=C(c1ccc(Cl)cc1)N1CCCC(C(=O)N2CCCCC2)C1 (stereo unspecified),-18,1,0,-4,13,-1.1,-8,-12,4
CCc1ccc(-c2nc3ccc(Br)cc3c(C(=O)O)c2C)s1,-2,-1,8,-3,0,0.7,-3,10,3
COC(=O)C(CC(C)C)NC(=O)/C=C/c1ccc(Cl)cc1 (stereo unspecified),-7,0,-5,0,7,0.4,-4,2,3
CC[C@H](C)[C@H]1CNC(=S)N1CC1CCN(CCC23CC4CC(CC(C4)C2)C3)CC1,67*,2,-19,-15,15,0.8,-3,-6,18
O=[N+]([O-])c1cccc(-c2nnc3cccc(Cl)n23)c1,-7,0,-1,0,18,-0.1,-3,-6,6
O=C(CN1C(=O)CCSc2ccc(S(=O)(=O)N3CCOCC3)cc21)Nc1cccc(F)c1,8,1,1,-6,-9,0.4,-3,-3,2
O=C(O)CCN1C(=O)c2ccc(NC(=O)CSc3ccccc3)cc2C1=O,-1,0,3,11,20,0.2,-3,-8,1
COC(=O)c1nn(-c2ccccc2)c(Cl)c1/C=N/O,-22,-1,-2,18,18,-0.4,-3,-13,-4
C=CCn1c(SCC(=O)O)nnc1-c1ccc(C(C)(C)C)cc1,4,1,5,10,16,1.5,2,0,3
CN=C1C=C/C(=N/N=c2\ccn(O)cc2C)C=C1C,12,-2,-1,-3,4,-1.5,-6,-19,7
CCC(Sc1nc2ccccc2s1)C(=O)Nc1cc(C)on1 (stereo unspecified),3,1,-3,1,12,0.5,-4,-8,-2
CCOC(=O)c1sc(Nc2cccc(Cl)c2)nc1C,2,-2,-4,-9,3,-0.2,-2,-2,-3
Cc1sc2nc(CSCC(=O)N(C)CC(=O)Nc3ccc(F)cc3)[nH]c(=O)c2c1C,-3,1,4,1,2,1.1,2,2,2
CC(C(=O)NCC1CCCO1)c1ccc([N+](=O)[O-])cc1 (stereo unspecified),-5,1,10,13,0,-0.1,2,5,-12
O=C(N/N=C/c1ccc(F)cc1)c1ccncc1,-5,1,-6,-3,-24,0.6,2,10,10
COc1cccc(C(=O)Oc2cc(N)n(S(=O)(=O)c3ccc(C)cc3)n2)c1OC,-15,4,-2,-2,6,1.4,6,-16,-9
O=C(CCl)Nc1cccc(S(=O)(=O)NC2=NCCCCC2)c1,-2,0,8,4,18,0.1,3,-7,3
COC(=O)c1c(NC(=O)c2ccc(Br)o2)sc(C)c1C,-8,1,-8,-3,-2,-0.1,3,-11,7
O=C(NCc1ccc(Cl)cc1)C(=O)NCC(c1ccco1)N1CCOCC1 (stereo unspecified),-15,3,2,14,13,0.7,-2,-1,-10
N#CC1=C2SCN(Cc3ccccc3)CN2C(=O)CC1c1ccccc1F (stereo unspecified),-13,4,-4,-1,10,0.8,0,-6,8
CN(C)CCN1C(=O)C(=O)/C(=C(/O)c2ccc(OCc3ccccc3)cc2)C1c1ccncc1 (stereo unspecified),-19,1,2,14,21,0.6,-2,-5,1
CCOC(=O)c1c(-c2ccc(OC)cc2)csc1NC(=O)CCN1C(=O)c2ccccc2C1=O,0,1,-8,-10,15,0.3,-4,0,7
COc1ccccc1-n1cc(CN2CCN(C3CCCC3)C(CCO)C2)cn1 (stereo unspecified),20,0,3,-16,15,1.1,-9,-9,-4
COc1ccccc1N1CCN(C(=O)CN(CCc2ccccc2)S(C)(=O)=O)CC1,-7,12,-3,3,20,9.7,8,-18,1
CC1CN(C(=O)c2cc(COc3c(F)cccc3F)on2)CCN1C (stereo unspecified),-12,1,-3,13,1,1.1,-4,-13,11

# 2 records drawn at random from the list so far, as already listed:
SMILES,CHRM4 antagonist,M4 ag,M5 PAM,CHRM4 PAM,M1 PAM parental,CHO-K1 Ca ag,CHRM5 agonist,CHO-K1 Ca antag,CHRM5 antagonist
N#CC1=C2SCN(Cc3ccccc3)CN2C(=O)CC1c1ccccc1F (stereo unspecified),-13,4,-4,-1,10,0.8,0,-6,8
CCOC(=O)c1c(-c2ccc(OC)cc2)csc1NC(=O)CCN1C(=O)c2ccccc2C1=O,0,1,-8,-10,15,0.3,-4,0,7

# Following part.
SMILES,CHRM4 antagonist,M4 ag,M5 PAM,CHRM4 PAM,M1 PAM parental,CHO-K1 Ca ag,CHRM5 agonist,CHO-K1 Ca antag,CHRM5 antagonist
COc1ccc(S(=O)(=O)N=Nc2c(O)[nH]c3ccccc23)cc1,-1,2,8,7,21,0.1,-2,3,-5
COc1ccc(-c2cc(=O)oc3cc(OCC(=O)N[C@@H](Cc4c[nH]c5ccccc45)C(=O)O)ccc23)cc1,-8,1,-1,3,0,-0.2,0,7,7
COc1cc2c(cc1C1NC(=S)NC(C)=C1C(=O)N(C)C)CCCC2 (stereo unspecified),-2,0,2,1,15,0.9,2,-12,1
Cc1nc2scc(-c3ccc(Cl)cc3)c2c(=O)o1,5,0,-7,2,8,0.1,0,-31,7
Cc1cn([C@H]2C[C@H](O)[C@@H](CNC(=O)[C@H](N)Cc3cscn3)O2)c(=O)[nH]c1=O,-3,1,0,5,11,0.2,2,8,5
Cc1nc(-c2ccc(NC(=O)C3CCCCC3)cc2)cs1,6,2,4,12,21,1.3,-3,-6,0
COc1ccccc1NS(=O)(=O)c1ccc(O)c(C(N)=O)c1,2,1,-2,11,16,0.0,-2,-9,-1
Cc1ccc(NC(=O)CN2C(=O)c3ccccc3C2=O)c(C)c1,4,1,-12,-2,-4,0.2,-8,13,20
CC(=O)Nc1ccc(Nc2nc(-c3c(C)nc4ccccn34)cs2)cc1,0,10,-4,-6,-14,3.9,2,7,10
Cn1c(=O)c2c(nc(SCC(=O)Nc3ccccc3N3CCCCC3)n2C)n(C)c1=O,-7,2,2,11,16,1.0,1,-19,4
CCOC(=O)c1ccc(Nc2nc(C)cc(=O)[nH]2)cc1,-3,2,-6,0,2,2.6,6,-2,-3
CN1CCN(CC(=O)c2ccccc2F)CC1,26,1,-2,-16,17,-0.4,-2,-10,1
CCOc1ccccc1OCCCC(=O)Nc1cccc(-n2cnnn2)c1C,-7,4,-1,5,-2,1.2,3,-14,1
Cc1[nH]c(=O)c(C#N)cc1-c1csc(-c2ccccc2)n1,-9,1,9,2,10,0.3,-4,-5,-3
Cc1cc(SCc2ccc(Br)cc2)nc(=O)[nH]1,-7,4,-1,-1,15,2.1,-4,-15,-2
CCOc1ccc(NC(=O)CN(C)C(=O)CCNC(=O)c2ccco2)cc1OCC,0,1,10,5,20,0.9,1,0,-3
CN1CCCN(Cc2ccccc2Br)CC1,15,1,-27,-12,23,0.9,-26,-4,11
COc1ccc(OC)c(CN2CCN(C(=O)c3cccc(S(=O)(=O)Nc4ccc(F)cc4)c3)CC2)c1,7,9,-10,0,4,6.2,4,-17,10
C/C(=C\C(=O)c1ccc(Br)cc1)NCc1ccc2c(c1)OCO2,16,-1,2,-2,-2,-0.4,1,15,-4
CN(C)c1cc(-c2ccc(Cl)c(Cl)c2)oc(=O)c1Cl,2,1,5,4,-17,0.7,-4,-3,3
CCc1nnc(NC(=O)c2ccc(-c3cc(C(F)(F)F)ccc3Cl)o2)s1,4,1,-4,12,20,0.3,2,-14,3
CCOc1ccc(NC(=O)CSc2nnc(-c3ccccc3Cl)n2Cc2ccco2)cc1,10,0,-5,-9,-5,-0.4,-5,-3,-4
CC(C)C(=O)Nc1cccc(NC(=O)c2cc3ccccc3o2)c1,6,6,-9,-8,-5,1.8,3,14,8
CN(C(=O)COC(=O)CNC(=O)C1CCCCC1)c1ccccc1,-10,1,5,18,4,0.7,1,-9,-2
Cc1nc2sc(-c3ccccc3)cc2c(=O)n1/N=C/N(C)C,4,1,8,-1,24,1.5,0,-16,-6
O=C1C2CC=C(Cl)CC2C(=O)N1CN(Cc1ccco1)CN1C(=O)C2CC=C(Cl)CC2C1=O (stereo unspecified),-4,0,-1,2,-8,-0.5,-2,22,3
